CHX counter: counter-screen hit for Shiga toxin inhibitors, cycloheximide; cell reporter, cycloheximide protein synthesis inhibition counterscreen; max response, %; 12% of 300,000 active; in the data active = max response mostly above about 13%, no sharp cut-off; inactive = mostly below about 14%; note: read at 38.3 µM for the half of the compounds with a filed dose; 0% is about no effect
Pf growth 96h: P. falciparum growth inhibition at 96 hours; P. falciparum luciferase reporter growth, 96 h; Potency, µM (doses to about 28.7 µM), for inactives: top-dose activity change, negative = inhibition, most hits filed as inhibitors; 6.9% of 320,000 active; AID 504834; note: potency is the fitted concentration of half-maximal effect; % is set by controls: 0 for no effect and ±100 for the full control effect
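Cell-based qHTS: luciferase-tagged P. falciparum in erythrocytes (2% hematocrit, 0.05% parasitemia final) incubated with compounds for 96 hours, 37 C, 5% CO2; luciferase detection reagent then added and luminescence measured.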
Giardia FBPA inh: inhibitors of Giardia lamblia fructose-1,6-bisphosphate aldolase | A8B2U2 | purified Giardia FBPA | Potency, µM (doses to about 59.6 µM), without a hit: at the top dose activity, negative = inhibition, most hits filed as inhibitors | 0.71% of 290,000 active | AID 2451; note: potency is the fitted concentration of half-maximal effect; % is set by controls: 0 for no effect and ±100 for the full control effect; nearly all actives have a fitted effect of over 55% in size
Target sequence (A8B2U2 whole entry, looked up): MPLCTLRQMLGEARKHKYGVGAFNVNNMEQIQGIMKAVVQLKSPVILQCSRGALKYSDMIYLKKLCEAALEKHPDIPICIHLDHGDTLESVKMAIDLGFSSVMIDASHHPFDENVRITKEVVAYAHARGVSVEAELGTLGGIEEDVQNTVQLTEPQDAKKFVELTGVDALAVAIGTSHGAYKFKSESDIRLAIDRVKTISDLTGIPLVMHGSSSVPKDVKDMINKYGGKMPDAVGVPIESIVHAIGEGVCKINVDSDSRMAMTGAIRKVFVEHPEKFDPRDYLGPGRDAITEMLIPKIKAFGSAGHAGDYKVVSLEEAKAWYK
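40 nM FBPA preincubated 10 min at RT with compound (up to 57.5 uM final), then substrate plus GAPDH/TPI/NAD/arsenate coupling and diaphorase/resazurin added. Fluorescence read after 20 min at RT, 525/598 nm.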
Shiga toxin inh: Shiga toxin inhibition; Vero cells, Shiga toxin protein synthesis inhibition reporter; inhibition, % at 38.7 µM; 9.2% of 290,000 active; AID 2315; in the data active = inhibition mostly above about 28%, no sharp cut-off; inactive = mostly below about 43%; note: 0% is about no effect
Sm TGR inh: inhibitors of Schistosoma mansoni thioredoxin glutathione reductase. purified TGR, DTNB reduction, TNB absorbance 405 nm. Potency, µM (top dose mostly 114 µM), for inactives: at the highest dose activity change, negative = inhibition, most hits filed as inhibitors. Q962Y6. 3% of 360,000 active. AID 485364; note: potency is the fitted concentration of half-maximal effect; % is set by controls: 0 for no effect and ±100 for the full control effect; nearly all actives have a fitted effect of over 60% in size
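First, TGR (20 nM dispensed) and NADPH were mixed with compound. Second, a 15 min room-temperature incubation followed. Third, further NADPH and then DTNB were added to start the reaction. Finally, TNB absorbance was monitored kinetically.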
Pf growth 48h: inhibits P. falciparum growth in the first generation, 48 h | P. falciparum luciferase growth in erythrocytes, 48 h | Potency, µM (top dose mostly 28.7 µM), without a hit: top-dose activity change, negative = inhibition, most hits filed as inhibitors | 5.9% of 310,000 active | AID 504832; note: potency is the fitted concentration of half-maximal effect; % is set by controls: 0 for no effect and ±100 for the full control effect
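A one-generation exposure of luciferase-tagged malaria parasites in RPMI 1640/Albumax erythrocyte culture, 37 C and 5% CO2. Inhibition is inferred from decreased luminescence after adding detection reagent.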
Numbers without * were called inactive; ? = inconclusive; · = not tested or not shown; & = joins results of further samples; [ ] = another dose, or the depositor's remark. Unless noted, calls come from the whole dose curve; as a rule, active = well fitted curve in the direction sought with a large enough effect; inconclusive = small, poorly fitted or top-dose-only effect, or another doubt; inactive = no such curve, though single readings can be large; an effect the other way counts as inactive or inconclusive.

Order of values – CHX counter | Pf growth 96h | Giardia FBPA inh | Shiga toxin inh | Sm TGR inh | Pf growth 48h
1. N[C@@H](Cc1ccc(O)c(I)c1)C(=O)O
→ -2 | 3% | -5%&-1% | -11 | -14% | 6%
2. Cc1cc([N+](=O)[O-])nn1CC(=O)N(C)C1CCCCC1
→ 1 | 19% | 2% | -5 | 14% | 14%
3. CN1CCN(/C=N/c2c(C#N)cnn2C)CC1
→ -1 | · | 1% | -16 | -3% | ?
4. COc1ccc(/C=C2/N=C(SCC(=O)Nc3cc(C)on3)N(c3ccccc3)C2=O)cc1
→ -2 | 29% | 6% | -12 | -11% | 30%
5. Cc1nc(CSc2ccc(Cl)cc2)cc(NCc2ccccc2)n1
→ 14 | -3% | -1% | 22 | -3% | ·
6. COC(=O)[C@]1(CC(C)C)N[C@H](c2ccc(-c3ccc(F)cc3)c(OC)c2)[C@@H]2C(=O)N(C)C(=O)[C@@H]21
→ · | 1.9µM* | · | · | 20µM* | 7.4µM*
7. N#CC(c1ccccc1)(c1ncc(C(F)(F)F)cc1Cl)N1CCOCC1 (configuration not stated)
→ -2 | 83%[activator] | -8% | 20 | 9% | -4%
8. CC(=Nc1ccc(O)cc1)c1sc2ccccc2c1O
→ 48* | 42%[activator] | -6% | 95* | -3% | 128%[activator]
9. O=C(CCN1C(=O)c2cccc3cccc(c23)C1=O)Nc1ccccc1
→ 10 | ? | 0% | -4 | 1% | 17%
10. CC(C)CCNC(=O)c1ccc2c(SCC(=O)O)c3c(nc2c1)CCCC3
→ -3 | -16% | 6% | -7 | 0% | ?
11. COc1cc2c(cc1NC(=S)Nc1cccc3ccccc13)oc1ccccc12
→ 35* | · | -26% | 103* | -3% | -28%
12. O=C(NC1CCCCC1)c1ccc2c(=O)n(CC3CCCO3)c(=O)[nH]c2c1 (configuration not stated)
→ 2 | 0% | 0% | -6 | 20% | -29%
13. COc1ccc(C2CC(=O)Nc3cc(OC)c(OC)cc32)cc1Br (configuration not stated)
→ -3 | ? | -5% | -5 | 6% | -13%
14. COc1cc(C(=O)N2CCc3ccccc32)c([N+](=O)[O-])cc1OC
→ -3 | 72%[activator] | -22% | 33 | -25% | 0%
15. Nc1ccc(C(=O)c2cccs2)cc1[N+](=O)[O-]
→ 28* | 35%[activator] | 5% | 71* | 0% | 52%[activator]
16. CN(C)C(=O)Nc1cccc(OC(=O)N(C)C)c1
→ -1 | · | 3% | 12 | 6% | -10%
17. Cc1ccc(S(=O)(=O)N2CCCCCC2)cc1C(=O)Nc1cccnc1
→ -6 | -17% | -5% | -11 | 0% | ?
18. Cc1ccc(S(=O)(=O)NNc2nc3ccccc3nc2C(F)(F)F)cc1
→ -2 | 3% | -29% | -7 | -18% | ·
19. Cc1ccc(-c2nnn(CC(=O)N(Cc3ccco3)C(C(=O)NC(C)(C)C)c3cccs3)n2)o1 (configuration not stated)
→ -4 | -9% | -9% | 2 | 18µM* | 15µM*
20. O=C(COC(=O)CCC1CCCC1)Nc1cccc(S(=O)(=O)N2CCOCC2)c1
→ · | 8% | · | · | -24% | ?
21. CC1CCCCC1NC(=O)COC(=O)c1ccc(S(=O)(=O)NCc2ccco2)cc1 (configuration not stated)
→ -3 | 30%[activator] | 2% | -5 | 2% | ·
22. COC(=O)c1ccccc1NC(=O)CCCCCn1nnc2ccccc2c1=O
→ -5 | 7% | 17% | -7 | 13% | -9%
23. O=C(CCC(=O)Nc1ccc(F)cc1)N/N=C/c1cccnc1
→ -4 | 13% | 6% | 23 | -2% | 0%
24. O=C(N[C@@H](Cc1c[nH]c2ccccc12)C(=O)O)OCC1c2ccccc2-c2ccccc21
→ · | 41%[activator] | · | · | -1% | 15%
25. COC(=O)N/N=C/c1ccc(-c2cc(Cl)ccc2Cl)o1
→ -7 | ? | 3% | -14 | -12% | ?
26. COc1ccc(S(=O)(=O)Nc2ccc3oc4ncccc4c(=O)c3c2)cc1OC
→ -1 | -6% | 3% | -19 | -4% | 3%
27. CC(C)C(=O)Nc1sc2c(c1C#N)CCCCC2
→ 24* | 21% | ? | 62* | -21% | 25%
28. O=c1[nH]c(CN2CCN(C/C=C/c3ccccc3)CC2)nc2cc(Cl)ccc12
→ -3 | -5% | 1% | -27 | -8% | ?
29. O=S(=O)(c1cccs1)N1CCc2ccccc21
→ -3 | 18% | -21% | 7 | 1% | ?
30. COc1ccccc1NC(=O)Cn1c(=O)n(C)c(=O)c2sc3c(c21)COC(C)(C)C3
→ 10 | -19% | · | 2 | -6% | ?
31. CS(=O)(=O)c1ccc(C(=O)NC2CCCCC2)cc1
→ 1 | 9% | 3% | 26 | -10% | 6%
32. COc1ccccc1CNC(=O)c1cccc(S(=O)(=O)N(C)c2ccccc2)c1
→ · | ? | · | · | -5% | ?
33. COC(=O)c1ccc(-c2ccc(OC)c([C@H]3[C@H]4C=CC[C@@H](C)[C@@H]4C(=O)N3Cc3ccccc3)c2)cc1
→ -3 | ? | 4% | 2 | -35% | ?
34. CCS(=O)(=O)c1ccc2c(c1)NC(=O)C(CCO)O2 (configuration not stated)
→ 0 | ? | 11% | 7 | 6% | -24%
35. Cn1c(/C=C/c2ccc(Br)cc2)nc2ccccc2c1=O
→ 30* | 10% | 8% | 20 | 5% | ·
36. CCOCCn1c(COc2ccc(C)cc2)nc2ccccc21
→ 37* | 6% | 4% | 40* | -10% | 40%[activator]
37. COc1ccc(-n2c(SCC#N)nnc2-c2ccc(NS(=O)(=O)c3ccc(C)cc3)cc2)cc1
→ -5 | 14% | -3% | -12 | -23%[11.4 µM] | ·
38. Cc1cccc2nc(C(=O)Nc3cccc(C(=O)NC4CC4)c3)cn12
→ · | 97%[activator] | · | · | -12% | 155%[activator]
39. CCCNC(=O)C1CCN(c2cc(-c3ccccc3)nc3ncnn23)CC1
→ -3 | 2% | 2% | -18 | -8%[57.1 µM] | ?
40. COC(=O)/C(=C/Nc1cccc2ccccc12)[N+](=O)[O-]
→ 28* | -13% | ? | 53* | -2% | ·
41. CS(=O)(=O)N1CCN(C2Cc3ccccc3C2)CC1
→ -2 | 13% | -2% | -7 | -6% | ·
42. Cc1cnc(CN(C)C(=O)c2ccc3oc(Cc4ccc(Cl)cc4)nc3c2)[nH]1
→ -1 | 4% | -4% | -14 | -2% | ?
43. CCOC(=O)/C(=C\c1ccc(OC(F)F)cc1)C1=Nn2c(nnc2-c2ccc(Cl)cc2)SC1
→ 3 | ? | -7% | 23 | 1% | ?
44. N#Cc1c(N)n(CCOC(=O)c2cccc([N+](=O)[O-])c2)c2nc3ccccc3nc12
→ 2 | 8.3µM* | -18% | 2 | 7% | ?
45. CC1CC(C)CN(c2nc3c(c(=O)n(C)c(=O)n3C)n2CCSc2ncccn2)C1 (configuration not stated)
→ -3 | ? | 4% | 39 | -8% | ·

46. C=CCNC(=O)/C(=C\C=C\c1ccccc1)NC(=O)c1ccc(OCCCC)cc1
47. Cc1cc(C)cc(NC(=O)Nc2ccc3c(c2)CCC3)c1
48. CCN(CC(=O)NC(=O)NCc1ccco1)Cc1ccccc1
49. CCCn1c(CN(C)Cc2ccccc2)nc2c1c(=O)n(C)c(=O)n2C
50. Nc1ccc(-n2ccnc2)cc1
51. O=C(Oc1ccc(/C=N/Nc2ccccc2)cc1)c1ccccc1
52. Cc1oc2ccc(OC(=O)N(C)C)cc2c1C(=O)OC(C)C
53. N#CCCN(Cc1ccccc1)C(=S)Nc1ccc(F)cc1

Assay by compound	46	47	48	49	50	51	52	53
CHX counter	0	-3	·	-5	-3	22*	10	-1
Pf growth 96h	88%[activator]	3%	0%	45%[activator]	?	-58%	2.9µM*	7%
Giardia FBPA inh	·	·	·	2%	-7%	0%	6%	1%
Shiga toxin inh	15	-2	·	-2	22	75*	-10	-6
Sm TGR inh	-13%	-11%	-14%	-7%	0%	-16%	2%	12%
Pf growth 48h	35%[activator]	-25%	0%	-15%	34%[activator]	?	?	23%

54. CN1CCN(c2ccc([N+](=O)[O-])cc2/C=N/NC(=O)c2cccc([N+](=O)[O-])c2)CC1
55. Nc1cc(=O)[nH]c(SCCSc2ccccc2F)n1
56. COc1ccc(-n2c(Cc3cccn3C)nnc2SCC(=O)Nc2ccc3c(c2)OCCO3)cc1
57. COc1ccc(NCc2nnc(SCC(=O)Nc3ccccc3OC)o2)cc1
58. NC(=O)C1CCN(CC(=O)Nc2ccccc2N2CCOCC2)CC1
59. CC(=O)Nc1cc(C)c2nc(NC(C)=O)sc2c1
60. O=C(Nc1cc(=O)[nH]c(=O)[nH]1)c1cc(Cl)ccc1Cl
61. S=C(NCCN1CCOCC1)Nc1ccc(-c2nc3ccccc3[nH]2)cc1

Assay by compound	54	55	56	57	58	59	60	61
CHX counter	-2	4	21	2	-5	30*	2	28*
Pf growth 96h	0%	9%	?	·	15%	59%[activator]	44%[activator]	?
Giardia FBPA inh	-2%	·	10%	-16%	3%	0%	-6%	-11%
Shiga toxin inh	-15	26	22	-10	-6	60*	16	177*
Sm TGR inh	0%	-5%	?	-5%	3%	3%	9%	-19%
Pf growth 48h	?	14%	·	17%	5%	191%[activator]	32%[activator]	?

62. CCCCNC(=O)N1CCCN(c2ccc(C#N)cn2)CC1
63. Cc1cc(Br)c2nc3c(c(C(=O)O)c2c1)CCCCC3
64. CC(C)(C)c1ccccc1NC(=S)NCc1ccccc1
65. O=C(CSc1nnc(CNC(=O)c2ccc(F)cc2)o1)NCC1CCCO1 (configuration not stated)
66. Cc1ccc(-c2nnc(SCC(=O)N/N=C/c3ccc(C)s3)n2-c2ccccc2)cc1
67. CC1CCCCC1NC(=O)COC(=O)c1ccc2c(c1)OCCO2 (configuration not stated)
68. Nc1nc(SCC(=O)NCCO)nc2sc3c(c12)CCCC3
69. CCn1c(=O)c(C(=O)NCCNCCO)c(O)c2ccccc21

Assay by compound	62	63	64	65	66	67	68	69
CHX counter	1	0	5	-3	-4	·	9	-2
Pf growth 96h	?	8.3µM*	13µM*	31%[activator]	-11%	22%	11%	0%
Giardia FBPA inh	3%	1%	?	6%	5%	·	-5%	-1%
Shiga toxin inh	3	-5	14	-6	-8	·	-2	-19
Sm TGR inh	6%	3%	-1%	-26%	-19%	-12%	-8%	-2%
Pf growth 48h	18%	-3%	?	-15%	2%	5%	23%	-5%

70. Cc1ccccc1/C=C/C(=O)NCC(=O)N1CCC(N(C)C2CCCCC2C)CC1 (configuration not stated)
71. COc1ccc(N=Cc2nc(-c3ccco3)oc2O)cc1
72. Cn1nc(C(=O)NC2CCCCC2)c2c1-c1ccccc1S(=O)(=O)C2
73. CC(C)[C@H](NS(=O)(=O)c1ccccc1)C(=O)OCC(=O)NC(=O)c1cccn1C

Assay by compound	70	71	72	73
CHX counter	-4	51*	-8	2
Pf growth 96h	?	9%	18%	-1%
Giardia FBPA inh	2%	-3%	·	-22%
Shiga toxin inh	-12	102*	-10	-2
Sm TGR inh	?	-10%	-7%	-3%
Pf growth 48h	6%	-13%	3%	·

Source: PubChem
